From PubChem BioAssay
PGC1a acetyl inh = inhibitors of PGC1a acetylation signal, primary screen, cell-based, U2OS, AlphaScreen, inhibitor mode; AlphaScreen anti-acetyl-lysine; with virally co-expressed GCN5 acetyltransferase; inhibition, % at 15.6 µM; hit rate 0.17% among 350,000; AID 651687, 2012;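 active means every replicate shows inhibition of at least 40%; inconclusive means mean inhibition at least 40% but some replicate below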;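 further: 0% = neutral control wells and 100% = positive control wells; some results beyond the cut were filed as inactive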
LGR2 antag = inhibitors of bursicon-induced LGR2 CRE-luciferase signal, primary screen, cell-based, HEK293, CRE-luciferase reporter, bursicon stimulation; inhibition, % at 9.99 µM; hit rate 0.35% among 380,000; bursicon-stimulated, 4 h; AID 720647, 2013; Drosophila bursicon receptor LGR2 (rickets);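 active means drop in luminescence signal, shown as inhibition above about 50% in the replicate tests, limit read from the data, passing the limit was not always enough; inconclusive means probably only some replicates passing the limit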;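 further: agonist challenge used bursicon conditioned medium at about half maximal strength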
miR122 inh = miR-122 Renilla sensor signal increase in Huh7, primary screen, miR-122 inhibitor project, cell-based, single point, plate reader; Huh7 miR-122 Renilla luciferase sensor, 48 h; neutral wells = 0, positive control = 100; activation (reporter increase), % at 12.5 µM; hit rate 0.3% among 340,000;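 active means mean replicate activation score at least 90 and every replicate individually at or above 90; inconclusive means only one of the two criteria met; inactive means neither criterion met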;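 further: higher luciferase means less miR-122 activity so hits act as miR-122 inhibitors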
PAX8 reporter = inhibitors of PAX8-driven TPO luciferase reporter, primary screen, RMG-I cells, single concentration; SteadyGlo, 24 h; inhibition, % at 12.6 µM; hit rate 1.2% among 360,000; AID 652154, 2013;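 active means mean replicate inhibition at least 60% with every replicate also reaching 60%; inconclusive means only one of the two criteria is met; inactive means mean below 60% and not all replicates reaching 60%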;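 further: luciferase light reporting Pax8 driven TPO promoter activity; plate controls were median of neutral control wells for no effect and mitoxantrone controls for full effect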
Cneo AK release = Cryptococcus neoformans cell lysis inducers, primary screen, AK release luminescence, single concentration | C. neoformans lysis, adenylate kinase release luminescence, 4 h; normalised: neutral wells 0, clomiphene wells 100 | lysis activity, % at 15 µM | hit rate 0.2% among 360,000;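 active means mean lysis activity across replicates of at least 80%, whatever share of replicates individually reach that level; inactive means mean lysis activity below 80%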
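Material – Cryptococcus neoformans yeast cells · Quantity – 5 × 10^6 yeast cells/mL · Buffer or medium – YPD medium · Compound – single dose · Timing – 4 h static compound exposure, 37 °C, read 1 h post-reagent · Signal – adenylate kinase release luminescence · Read-out basis – lysis from increased AK signal · Benchmarks – Clomiphene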
EWS-Fli inh = EWS/Fli-driven NR0B1 reporter inhibitors, primary screen, A673 cells, NR0B1 luciferase, luminescence, MLPCN library; inhibition, % at 12.6 µM; viability-normalised; hit rate 0.67% among 350,000;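 active means mean inhibition of at least 50% after viability correction, with every replicate also passing that limit; inconclusive means mean reaches 50% but only one of two replicates passes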;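 further: firefly luciferase signal divided by Alamar Blue viability fluorescence both relative to DMSO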
Casp6 inh = human caspase-6 inhibitors, primary screen, biochemical, VEID-R110 fluorescence, single point, set 2 | purified caspase-6, Z-VEID-R110 cleavage fluorescence | P55212 | hit rate 0.53% among 350,000 | inhibition, % at 12.5 µM | AID 686996, 2013;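 active means mean inhibition across replicates at least about 35%, with every replicate also reaching that limit, limit read from the data; inconclusive means only one of the two criteria met; inactive means neither criterion met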;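 further: 0% = median of neutral control wells and 100% = no fluorescence left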
Target sequence (P55212 24-179 limits assumed): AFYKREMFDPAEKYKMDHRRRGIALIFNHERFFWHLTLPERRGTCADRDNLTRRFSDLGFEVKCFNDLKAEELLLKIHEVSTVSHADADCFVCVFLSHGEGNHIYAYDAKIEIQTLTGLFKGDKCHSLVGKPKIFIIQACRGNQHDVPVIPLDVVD
Target sequence (P55212 194-293 limits assumed): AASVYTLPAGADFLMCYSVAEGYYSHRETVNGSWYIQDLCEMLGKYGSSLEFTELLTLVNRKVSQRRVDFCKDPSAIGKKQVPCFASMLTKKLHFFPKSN
FN deposition inh = inhibitors of fibronectin matrix deposition, primary screen, AH1F cells, Alexa488-fibronectin fluorescence, plate reader; AH1F fibroblasts, overnight; inhibition, % at 12.6 µM; hit rate 0.086% among 350,000;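 active means mean inhibition across replicates of 30% or more, regardless of how many single replicates reach that level; inconclusive means mean under 30% yet at least half of replicates reach 30%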;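 further: positive control wells lacked labelled fibronectin entirely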
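Schedule: 1 h cell adhesion before compound, then overnight fibronectin incubation; test system: AH1F fibroblast monolayer depositing Alexa488-labelled fibronectin into matrix; quantity: 10000 AH1F cells per well; probe or stimulus: fluorescent fibronectin at 24 nM final; signal: fluorescence, ex 485 nm, em 525 nm; evaluation: percent inhibition as loss of matrix-bound fibronectin fluorescence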
Active calls of the source: *; ? = inconclusive; nt = no result given; & = joins results of further samples; [ ] = remark or other dose. Not all compounds are listed, so the mix of outcomes need not match the whole.

nr	Compound	PGC1a acetyl inh	EWS-Fli inh	miR122 inh	Cneo AK release
1	CN1C(=O)/C(=C/c2ccc(Cl)s2)C(=O)NC1=S	nt	39	nt	0
2	Cc1ccc(NC(=O)CCNC(=O)N2C[C@H]3C[C@@H](C2)c2cccc(=O)n2C3)c(C)c1	-10	-12	-2	-8
3	O=c1[nH]c(=O)n(-c2ccc(F)cc2)c(O)c1/C=C1\C=Nc2ccccc21	9	6	3	-1
4	CCOC(=O)c1ccc2[nH]c(-c3ccc(S(=O)(=O)F)cc3)cc(=O)c2c1	-1	20	nt	3
5	COC(=O)C1=C(c2ccc(F)cc2F)C[C@@H]2CC[C@H]1N2C(=O)N1CCOCC1	-4	-8	1	3
6	CC(C)CN1CCN(Cc2ccccc2C(F)(F)F)CC1CCO (configuration not stated)	1	9	nt	nt
7	COc1ccc(OCC(=O)N2CCN(C/C=C/c3ccccc3)CC2)cc1	nt	12	nt	nt
8	Cc1ccccc1-c1ccc([C@@H]2[C@H](CO)N3CCCCN(C(=O)Cc4ccccn4)C[C@@H]23)cc1	nt	-11	-4[16.7 µM]	-1
9	CCOc1cccc(CNCCc2c(C)[nH]c3ccc(OC(F)(F)F)cc23)c1O	nt	47	3	2
10	CC1=C(C)CC2(C(=O)NC(=S)NC2=O)C(C)C1 (configuration not stated)	nt	-12	nt	nt
11	C=CCOc1ccc(CC2C(=O)N(C)C(=O)N(C)C2=O)cc1	4	nt	-7	-1
12	C/C=C/CC#N	3	-1	2	5
13	COc1ccc(CN2CCN(Cc3ccccc3OC)CC2)cc1	nt	8	nt	1
14	O=C(O)CCC(=O)NCCC1=c2ccccc2=N/C1=C\c1c(O)n(Cc2ccc(F)cc2)c(=S)[nH]c1=O	-12	11	7	11
15	CCC(=NCCCn1ccnc1)c1c(O)n(-c2ccc(OC)cc2)c(=O)[nH]c1=O	-1	-17	nt	nt

nr	PAX8 reporter	LGR2 antag	FN deposition inh	Casp6 inh
1	13	4	-9	8
2	nt	19	nt	-1
3	20	-6	-12	1
4	-18	-28	-3	4
5	-29	0	-2	0
6	4	14	-3	-3
7	15	0	4	nt
8	-32	1	nt	0
9	9	12	1	0
10	-14	2	-7	5
11	-1	nt	4	nt
12	nt	2	nt	-2
13	2	-10	4	-1
14	62*	9	3	9
15	-9	nt	0	-5

Whole records, looked up by structure:
`CC(C)CN1CCN(Cc2ccccc2C(F)(F)F)CC1CCO` (configuration not stated) is listed with PGC1a acetyl inh: 1; EWS-Fli inh: 9; miR122 inh: nt; Cneo AK release: nt; PAX8 reporter: 4; LGR2 antag: 14; FN deposition inh: -3; Casp6 inh: -3
`CN1C(=O)/C(=C/c2ccc(Cl)s2)C(=O)NC1=S` is listed with PGC1a acetyl inh: nt; EWS-Fli inh: 39; miR122 inh: nt; Cneo AK release: 0; PAX8 reporter: 13; LGR2 antag: 4; FN deposition inh: -9; Casp6 inh: 8

4 entries out of the list, arranged by length of the SMILES, ascending:
nr	Compound	PGC1a acetyl inh	EWS-Fli inh	miR122 inh	Cneo AK release
11	C=CCOc1ccc(CC2C(=O)N(C)C(=O)N(C)C2=O)cc1	4	nt	-7	-1
7	COc1ccc(OCC(=O)N2CCN(C/C=C/c3ccccc3)CC2)cc1	nt	12	nt	nt
3	O=c1[nH]c(=O)n(-c2ccc(F)cc2)c(O)c1/C=C1\C=Nc2ccccc21	9	6	3	-1
2	Cc1ccc(NC(=O)CCNC(=O)N2C[C@H]3C[C@@H](C2)c2cccc(=O)n2C3)c(C)c1	-10	-12	-2	-8

nr	PAX8 reporter	LGR2 antag	FN deposition inh	Casp6 inh
11	-1	nt	4	nt
7	15	0	4	nt
3	20	-6	-12	1
2	nt	19	nt	-1

Continuation:
nr	Compound	PGC1a acetyl inh	EWS-Fli inh	miR122 inh	Cneo AK release
16	CC12CN3CC(C)(CN(C1)C31CCOCC1)C2=O	-6	nt	-7	2
17	CSCCC(c1nnnn1C(C)(C)C)N1CCC2(CC1)C(=O)NCN2c1ccccc1 (configuration not stated)	-36	4	-3	-27
18	Cc1ccc2nc3c(cc2c1)CC1(C(=O)N(C)C(=O)N(C)C1=O)C1CCCCN31 (configuration not stated)	7	nt	13	-7
19	CC(=O)[C@H]1CC[C@H]2[C@@H]3CC[C@H]4C[C@H](O)CC[C@]4(C)[C@H]3C(=O)C[C@]12C	5	-5	-1	-6&-2
20	CCc1ccccc1N1C(=O)/C(=C/c2ccc(N3CCN(C)CC3)o2)C(=O)NC1=S	nt	-4	nt	nt
21	CC(=O)Nc1ccccc1C(=O)OCC(=O)Nc1ncccn1	nt	-4	nt	-4
22	Cc1ccsc1C(=O)C1CCCN(Cc2ccccc2O)C1 (configuration not stated)	nt	-3	nt	nt
23	COc1ccc(C#Cc2ccc([C@@H]3[C@H]4CN(C(=O)Cc5ccccc5)CCCCN4[C@H]3CO)cc2)cc1	-1	20	-1[16.7 µM]	-4
24	CC(Cc1ccccc1)NCc1ccccc1O (configuration not stated)	-3	6	-1	-2
25	CCCC1(CC(C)CC)C(=O)NC(=O)NC1=O (configuration not stated)	nt	-3	nt	nt
26	C[C@H]1CNCCN1c1ccc(N2CC[C@@H](O)C2)c(C#N)c1	nt	3	nt	nt
27	N#CC(Br)Br	-2	-8	-2	1
28	O=c1[nH]c2ccccc2n1C1CCN(C(c2cccc3ccccc23)c2nnnn2-c2ccc3c(c2)OCCO3)CC1 (configuration not stated)	20	10	-12	1
29	Cn1c(=O)c2c(ncn2CCCl)n(C)c1=O	7	6	3	-1
30	CCCCn1c(O)c(C(C)=NCc2cccnc2)c(=O)[nH]c1=O	0	0	2	-2

nr	PAX8 reporter	LGR2 antag	FN deposition inh	Casp6 inh
16	nt	nt	6	nt
17	9	18	-5	3
18	-24	nt	-1	nt
19	-1	-10	-9	4
20	-20	-2	-6	12
21	-9	-4	7	-1
22	-5	-4	-2	-2
23	7	22	nt	-3
24	-10	-7	-3	2
25	-3	-6	nt	6
26	-14	-17	-5	-2
27	nt	3	nt	-3
28	98*	8	8	-2
29	nt	-20	nt	-3
30	-62	-3	3	2

More results:
nr	Compound	PGC1a acetyl inh	EWS-Fli inh	miR122 inh	Cneo AK release
31	CN(C)c1cc[n+](CC(O)C[n+]2ccc(N(C)C)cc2)cc1	nt	-13	nt	-1
32	CC1([N+](=O)[O-])COP(=O)(Nc2cccc(F)c2)OC1 (configuration not stated)	nt	-2	nt	nt
33	C=CCn1c(O)c(C(C)=Nc2ccc(N(C)C)cc2)c(=O)[nH]c1=O	nt	nt	6	8
34	O=[N+]([O-])/C=C1/NCCN1Cc1ccc(Cl)nc1	-8	-2	-2	nt
35	C[n+]1c(-c2ccccc2)c2cc(N)ccc2c2ccc(N)cc21	3	11	-7	-3
36	COC(=O)C1=C(c2ccc(C(C)=O)cc2)C[C@@H]2CC[C@H]1N2C(=O)N1CCC(O)(c2ccc(Cl)cc2)CC1	7	10	-6	3
37	Clc1cccc(Cl)c1Cl	-14	-1	-1	3
38	CN(C)CC1CCCCC1=O (configuration not stated)	nt	11	nt	nt
39	CCCC(=O)NC(Oc1ccc(C(C)=O)cc1)C(Cl)(Cl)Cl (configuration not stated)	-13	9	-1	nt
40	COc1ccc(-c2cc(C(F)(F)F)n3nc(C(=O)N4CCC5(CC4)OCCO5)cc3n2)cc1OC	-2	nt	2	-1
41	C=CCN1C(=O)NC(=O)/C(=C/c2c(CCN(C)C(=O)c3ccccc3)cc3c(c2OC)OCO3)C1=O	-13	-11	-7	0
42	COC(=O)[C@@H]1[C@@H](CO)[C@@H]2Cn3c(ccc(-c4ccncc4)c3=O)[C@H]1N2CCc1ccccc1	nt	2	nt	-5
43	CSc1ccccc1NP1(=O)OCC(C)([N+](=O)[O-])CO1 (configuration not stated)	nt	8	nt	nt
44	CCOc1ccc(C(=O)OC2CC3CCC(C2)N3C)cc1 (configuration not stated)	3	10	6	0
45	COc1ccc(C(c2nnnn2-c2ccc3c(c2)OCCO3)N2CCC(n3c(=O)[nH]c4ccccc43)CC2)cc1 (configuration not stated)	-21	0	-10	3

nr	PAX8 reporter	LGR2 antag	FN deposition inh	Casp6 inh
31	-3	10	10	-9
32	11	-16	6	-1
33	6	nt	-9	nt
34	1	16	-5	-2
35	96*	79*	21	nt
36	11	28	4	3
37	nt	-7	nt	-1
38	6	10	-2	-8
39	6	-18	-1	0
40	nt	1	nt	nt
41	nt	nt	nt	3
42	nt	1	nt	-1
43	0	12	8	-4
44	-5	-4	2	nt
45	10	12	0	4

Carrying on:
nr	Compound	PGC1a acetyl inh	EWS-Fli inh	miR122 inh	Cneo AK release
46	COc1ccc(C(O)C(C)NC(C)C(O)c2ccc(OC)cc2)cc1 (configuration not stated)	-6	-5	2	9
47	OC(CNCCc1c[nH]c2ccccc12)C(F)(F)F (configuration not stated)	-12	6	-5	1
48	CCC(=Nc1cccc(C(F)(F)F)c1)c1c(O)n(C)c(=O)n(C)c1=O	nt	8	nt	nt
49	O=C(Cc1ccccc1[N+](=O)[O-])N1CCN(Cc2ccc3c(c2)OCO3)CC1	-2	29	2	nt
50	CC(N)C(=O)NC1C2C(=C(O)CC(O)C2O)C(=O)OC1(C)C(Cl)Cl (configuration not stated)	74*	?	-2	nt
51	Cc1cccn2c(=O)c3cc(C(=O)N4CCC5(CC4)OCCO5)n(C)c3nc12	4	nt	17	0
52	COC(=O)C1=C(c2ccc(OC(F)(F)F)cc2)C[C@@H]2CC[C@H]1N2C(=O)NC1CCCCC1	nt	1	nt	-1
53	COC(=O)C1=C(c2cc3ccccc3s2)C[C@@H]2CC[C@H]1N2C	7	-17	4	3
54	CC(=O)Nc1ccccc1C(=O)OCC(=O)c1ccc2c(c1)OCCO2	nt	-3	nt	nt
55	COC(=O)C1=C(c2ccccc2)C[C@@H]2CC[C@H]1N2C(=O)NCC1CC1	nt	-15	nt	-1
56	CN1Cc2cnnn2-c2ccccc2C1C#N (configuration not stated)	13	5	6	1
57	CSc1ncc(/C=C2/C(=O)NC(=O)N(c3ccc(Cl)cc3)C2=O)cn1	0	4	-3	nt
58	CN1CCC(c2c[nH]c3ccc(O)cc23)CC1	1	0	3	2

nr	PAX8 reporter	LGR2 antag	FN deposition inh	Casp6 inh
46	-9	-7	13	0
47	-1	-13	8	-3
48	29	15	6	3
49	20	2	-13	nt
50	121*	99*	18	0
51	23	nt	-2	nt
52	21	-1	5	-5
53	-5	2	-1	-1
54	6	-1	3	nt
55	-17	-2	6	0
56	-7	6	nt	-1
57	39	nt	13	4
58	8	-6	-6	-14
